# Rac1 wt GTP bind = modulators of human Rac1 wildtype GTP binding; P63000; GST-Rac1 beads, fluorescent GTP binding, flow cytometry; actives lie on both sides; 0 = cold GTP competed, 100 = untreated; GTP binding activity (% of control), % at 10 µM; 190,000 compounds, 0.27% hits;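 active = GTP binding activity at least 20 points away from the 100% control level, either lower or higher; inconclusive = compound flagged as likely green fluorescent, judged across all proteins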
# Pf gamet viab = P. falciparum stage V gametocyte viability inhibition | P. falciparum stage V gametocytes, ATP luminescence, 24 h | inhibition, % at 10.9 µM | 150,000 compounds, 0.065% hits | AID 743093;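 active = inhibition above the mean plus 3 SD of compounds within the control limits, set per campaign, cut at about 38% in these data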;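 note: 0% = DMSO wells and 100% = medium only without gametocytes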
# Mcl1-Bid inh = Mcl-1/Bid interaction inhibition | Q07820 | TR-FRET Mcl-1/Bid-Dy647 peptide binding, 1536-well | inhibition, % at 21.7 µM | 220,000 compounds, 0.97% hits | AID 1021;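 active = compounds that cut the binding signal by more than half at the single screening dose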;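 note: His-tagged Mcl-1 with europium anti-His antibody binding Bid BH3 peptide; 0% = Mcl-1 plus peptide wells and 100% = peptide-only wells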
# Target sequence (Q07820 whole entry, looked up): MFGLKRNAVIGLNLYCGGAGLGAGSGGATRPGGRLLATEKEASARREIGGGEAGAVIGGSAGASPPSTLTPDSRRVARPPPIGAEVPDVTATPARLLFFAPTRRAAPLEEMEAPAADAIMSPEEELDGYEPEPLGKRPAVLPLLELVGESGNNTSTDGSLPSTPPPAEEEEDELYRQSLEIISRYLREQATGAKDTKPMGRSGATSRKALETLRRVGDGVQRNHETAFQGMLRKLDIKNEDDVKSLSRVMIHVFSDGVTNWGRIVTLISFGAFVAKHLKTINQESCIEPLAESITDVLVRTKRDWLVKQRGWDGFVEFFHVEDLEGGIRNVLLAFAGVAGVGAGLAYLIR
# Rac1 act GTP bind = modulators of GTP binding to human Rac1 activated mutant; 190,000 compounds, 0.11% hits; percent activity (GTP binding), % at 10 µM; P63000; GST-Rac1 activated beads, fluorescent GTP binding, flow cytometry; actives lie on both sides; 100% means binding = to untreated wells;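 active = GTP binding at least 20 percentage points away from the 100% baseline, in either direction, so actives lie on both sides; inconclusive = Compound likely fluorescent itself, or too few beads counted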
# GSH fluor = compound fluoresces at 488/530 nm on GSH beads. GSH beads flow cytometry, compound fluorescence 488/530 nm; stronger effect = higher value. fluorescence (KMESF) at 10 µM. 190,000 compounds, 0.25% hits; in the data active = fluorescence above about 89;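 note: glutathione beads carrying GST-tagged Bcl family fusion proteins plus one bare bead set; values are compound well signal with DMSO vehicle wells as background; inactives centre near 16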
# HRas wt GTP bind = changes GTP binding to wildtype human HRas; AID 759; GST-Ras wt beads, Bodipy-FL-GTP binding, flow cytometry; actives lie on both sides; 190,000 compounds, 0.14% hits; P01112; GTP binding activity, % at 10 µM;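 active = GTP binding activity at least 20% away from the 100% baseline, either lowered as inhibitor or raised as activator; inconclusive = flagged as likely green fluorescent, judged across all proteins in the well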;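 note: 0% = unlabeled GTP competition control and 100% = no-compound control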
# Target sequence (P01112 whole entry, looked up): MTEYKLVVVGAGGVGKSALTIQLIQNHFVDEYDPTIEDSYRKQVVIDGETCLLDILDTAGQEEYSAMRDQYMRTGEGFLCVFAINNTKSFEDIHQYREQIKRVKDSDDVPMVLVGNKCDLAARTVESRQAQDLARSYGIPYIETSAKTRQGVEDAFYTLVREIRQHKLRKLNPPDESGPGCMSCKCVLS
# Mcl1 Noxa PPI = Mcl-1/Noxa interaction inhibition | 220,000 compounds, 1.5% hits | inhibition, % at 21.7 µM | TR-FRET Mcl-1/Noxa peptide binding, 2 h | Q07820;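 active = compounds that cut the protein-peptide binding signal by more than 50% relative to plate controls in a single-dose test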;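 note: His-tagged Mcl-1 with rhodamine Noxa BH3 peptide and terbium anti-His antibody; 0% = Mcl-1 plus Noxa peptide wells and 100% = peptide-only wells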
# Rab7 wt modul = alters GTP binding to wildtype dog Rab7. GTP binding activity (percent of control), % at 10 µM. 190,000 compounds, 0.055% hits. GST-Rab7 beads, fluorescent GTP binding, flow cytometry; actives lie on both sides; untreated = 100%, excess cold GTP = 0%;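 active = fluorescent GTP binding to Rab7 beads changed by at least 20 points from the 100% baseline, either direction, mostly lower; inconclusive = compound itself probably fluorescent, or too few beads counted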;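 note: median green fluorescence of bound Bodipy-FL-GTP per Rab7 bead population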
# Rab2 wt GTP = changes GTP binding to wildtype dog Rab2A, up or down; P61105; GST-Rab2 wt beads, Bodipy-GTP binding, flow cytometry; GTP binding activity, % at 10 µM; 190,000 compounds, 0.19% hits;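 active = GTP binding activity at least 20 points away from 100%, either lowered or raised; inconclusive = signal likely due to the compound's own green fluorescence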;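 note: 0% = beads with excess unlabeled GTP and 100% = no-compound control corrected for plate trend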
# Avidin bead fluor = avidin bead compound fluorescence profile. Avidin beads, compound fluorescence 488/530 nm, flow cytometry; stronger effect = higher value. fluorescence (KMESF) at 10 µM. 220,000 compounds, 0.38% hits; in the data active = fluorescence above about 47; note: inactives centre near 10
# Cdc42 wt GTP = changes GTP binding to wildtype human Cdc42; P60953; GST-Cdc42 beads, Bodipy-GTP binding, flow cytometry; actives lie on both sides; percent activity (GTP binding), % at 10 µM; 190,000 compounds, 0.2% hits; AID 761;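 active = percent activity GTP binding at least 20 points away from the 100% baseline, either down as inhibitor or up as activator; inconclusive = compound flagged as likely green fluorescent from well-wide comparison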;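 note: median bead fluorescence of bound Bodipy-FL-GTP at 100 nM; 0% = excess unlabeled GTP control and 100% = no compound control; below 100% means less GTP binding so inhibitor and above means activator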
# Target sequence (P60953 whole entry, looked up): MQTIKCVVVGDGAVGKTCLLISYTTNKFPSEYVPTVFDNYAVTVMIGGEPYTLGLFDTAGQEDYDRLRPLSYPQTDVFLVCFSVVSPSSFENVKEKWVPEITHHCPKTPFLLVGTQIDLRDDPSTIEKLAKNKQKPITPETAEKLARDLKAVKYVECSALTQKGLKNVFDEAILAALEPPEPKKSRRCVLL
# * marks the source's active call; other numbers are inactive results; u = inconclusive; x = no result given.
SMILES,Rac1 wt GTP bind,Pf gamet viab,Mcl1-Bid inh,Rac1 act GTP bind,GSH fluor,HRas wt GTP bind,Mcl1 Noxa PPI,Rab7 wt modul,Rab2 wt GTP,Avidin bead fluor,Cdc42 wt GTP
CC1CC(C)CN(C(=O)Cn2c(=O)n(CCCCC(=O)NC3CCCC3)c(=O)c3ccccc32)C1 (centres undefined),105,x,0,102,33,105,3,99,102,5,107
COc1ccc(-c2cc(-c3ccccc3)nc(-c3ccc4c(c3)NC(=O)CO4)c2)cc1,99,-7,2,98,24,100,21,105,101,11,101
COc1ccc(C(=O)OCC(=O)NC2CC2)cc1S(=O)(=O)N1CCOCC1,98,x,-7,95,16,95,-48,104,100,11,96
O=C(NNc1nc(N2CCOCC2)nc(N2CCOCC2)n1)Nc1ccc(Cl)cc1,96,8,-14,92,19,96,3,101,95,11,95
O=C(Nc1nc(-c2ccc(F)c(F)c2)cs1)c1ccc(OCC2CCCO2)cc1 (centres undefined),103,-7,-15,99,13,99,4,99,99,15,99
CC(=O)N1CCc2cc(S(=O)(=O)NCCC(=O)NC3CCCc4ccccc43)ccc21 (centres undefined),111,-11,-11,102,8,102,-5,100,102,4,106
COc1ccc(NC(=O)C23CCC(C)(C(=O)C2)C3(C)C)cc1 (centres undefined),108,x,-8,101,13,101,2,104,101,19,103
CCc1nc(SCC(=O)O)c(C#N)c2c1CCCC2,91,x,12,89,9,90,16,90,89,8,93
CCCNC(=O)C1CCN(S(=O)(=O)c2cccc3nonc23)CC1,102,-16,1,96,73,99,-9,100,98,11,102
Cc1cc(C)c2cc(CN(CCN3CCCC3)C(=O)Nc3ccc(F)cc3)c(=O)[nH]c2c1,100,x,-38,100,64,101,-6,100,102,7,102
O=C(NN1C(=O)c2ccccc2NC1c1ccccc1OCc1ccccc1)c1ccncc1 (centres undefined),u,11,-27,u,21,u,2,u,u,12,u
Nc1nc(Sc2ccc(C(F)(F)F)cc2[N+](=O)[O-])n[nH]1,104,x,2,99,33,102,3,102,101,6,101
O=C(NCCc1c[nH]c2ccccc12)C(=O)NCC(c1ccco1)N1CCN(c2ccc(F)cc2)CC1 (centres undefined),104,-7,-8,102,11,102,12,102,101,13,104
COc1ccc2c(c1)CCc1c(C(=O)NCc3ccco3)noc1-2,99,x,-7,96,40,99,18,95,98,13,98
CCOc1cc(C)c(S(=O)(=O)NC2CCCCC2)cc1C,98,-16,16,95,19,95,6,95,94,x,95
COCCN1Cc2cc3cc(C)ccc3nc2SC1=Nc1cccc(OC)c1,96,5,-18,93,19,92,1,94,96,6,93
Cc1cc2n(n1)C(c1ccc3c(c1)OCO3)Nc1c(C)cccc1-2 (centres undefined),100,2,-22,97,21,94,-15,94,97,19,97
Cc1cc(C(=O)COC(=O)C23CC4CC(CC(O)(C4)C2)C3)c(C)n1-c1c(C)n(C)n(-c2ccccc2)c1=O,98,-5,-34,93,14,98,9,105,99,9,96
CC(C)OCCCN(CC(O)c1ccccc1)CC(O)c1ccccc1 (centres undefined),104,7,4,99,13,103,31,100,100,14,103
Cn1c(N)c(C(=O)COC(=O)CNS(=O)(=O)c2cccc(Cl)c2)c(=O)n(C)c1=O,106,6,-45,101,9,101,2,103,101,13,103
Cc1cc(C(=O)N/N=C/c2ccc(-c3cccc(Cl)c3Cl)o2)n[nH]1,84,-3,21,89,7,86,10,94,83,6,88
COc1ccc(-n2c(Cc3cc(=O)[nH]c(=O)[nH]3)nnc2SCC(=O)Nc2ccccc2)cc1,109,x,-23,104,14,105,5,100,105,6,109
CCCn1nc(Oc2nc(NC(C)C)nc(N(C)C)n2)ccc1=O,98,17,-4,93,13,96,2,101,101,9,97
O=c1oc2ccccc2cc1-c1csc(NN=C2CCCC2)n1,95,-1,-12,96,11,97,25,94,97,15,94
CC(C)(C)c1ccc(OCC(O)CS(=O)(=O)c2ccccn2)cc1 (centres undefined),106,16,-27,98,22,101,10,100,98,11,102
Cc1ccc(S(=O)(=O)NCCCCCC(=O)Nc2cccc(C)c2)cc1,104,x,-22,102,10,102,-3,106,101,7,100
CCOC(=O)c1ccc(NC(=S)N2CCCC(C(=O)OCC)C2)cc1 (centres undefined),103,x,-6,97,13,100,4,105,104,11,103
Cc1cccc(CSc2ccc3nnc(-c4cccs4)n3n2)c1,98,-3,15,97,20,97,14,97,96,12,101
Cc1cc(C(=O)CSc2nc3ccccc3[nH]2)c(C)n1C,99,-18,-55,97,30,101,9,101,100,8,101
CSc1ccccc1C(=O)Nc1cccc([N+](=O)[O-])c1,101,x,-25,97,11,101,5,106,101,6,99
CC(C)NC(=O)CN(Cc1ccccc1)S(=O)(=O)c1ccccc1,97,x,6,96,41,99,8,101,99,7,100
O=C(Nc1ncn[nH]1)c1ccc(Cl)c(S(=O)(=O)Nc2ccc(Cl)cc2)c1,96,6,-16,98,12,95,0,90,93,15,98
Nn1c(-c2ccccc2)nc2ccccc2c1=O,99,-11,-34,96,15,96,-3,98,97,11,99
O=C(C(NS(=O)(=O)c1cccs1)c1ccccc1)N1CCN(c2ccccc2F)CC1 (centres undefined),107,x,-46,102,11,107,10,107,107,17,107
Cc1[nH]c(=O)[nH]c(=O)c1CSc1nnc(CCCCCNC(=O)OC(C)(C)C)o1,102,-4,-58,96,62,97,-2,99,96,8,98
COc1ccc(NC(=O)Nc2cc(F)ccc2C)cc1,96,15,0,96,10,95,4,99,96,20,94
COc1ccc(S(=O)(=O)Nc2ccc3c(c2)CCC3)cc1,93,-6,-26,93,10,94,0,95,94,8,93
O=C1C=C(NCc2ccco2)C2(CCCCC2)O1,97,x,-10,95,26,97,6,95,97,10,97
COc1ccccc1OCCCCNC(C)(C)C,101,-2,-5,98,22,99,7,99,100,35,101
COc1cccc(/C=C2\SC(=S)N(NC(=O)c3ccncc3)C2=O)c1,u,6,5,u,11,u,29,u,u,10,u
CC/C(=C/c1sc2ccccc2[n+]1CC)SC,103,2,-43,100,5,99,21,95,97,17,100
Cc1cccc(C(=O)OCC(=O)NCCCc2ccccc2)c1,90,-12,-23,88,15,88,3,96,91,9,84
CCOC(=O)n1c(=O)n(Cc2ccccc2)c2ccccc21,97,-11,-6,97,79,98,-30,97,98,8,98
O=C(CCc1nc2ccccc2[nH]1)N1CCc2ccccc2C1,104,x,-10,100,12,97,-1,93,99,5,99
COC(=O)CCC(=O)COc1ccccc1C#N,107,-12,-14,103,7,106,3,99,102,22,108
COc1cc2c(cc1NS(=O)(=O)N1CCCC1)oc1ccccc12,103,x,6,99,60,100,10,100,99,5,102
CCOc1ccc(-c2cc(N)n(S(=O)(=O)c3ccc(OC)cc3)n2)cc1,97,x,-24,98,21,97,5,96,94,10,95
CCN(C(=O)COC(=O)c1cc(NS(=O)(=O)c2ccc(Cl)c([N+](=O)[O-])c2)ccc1O)C1CCCCC1,94,-6,-8,92,20,96,-8,97,94,13,92
O=C(c1cccnc1)n1nc(NCc2ccccc2)nc1NCc1ccccc1,96,-52,-37,94,12,95,15,102,96,9,95
NS(=O)(=O)c1ccc(CCNC(=O)C2CCC(CNS(=O)(=O)c3ccc(Br)s3)CC2)cc1 (centres undefined),99,x,-2,96,14,96,11,98,100,8,94
COc1cccc(NC(=O)c2ccccc2-c2ccccc2)c1,101,-12,-42,98,19,101,14,104,102,11,96
CCCN1C(=O)C(NC(C)=O)c2ccccc21 (centres undefined),102,2,-3,98,23,100,27,100,101,36,100
COc1cc(CNc2ccc(O)cc2)cc(Br)c1OCc1ccccc1F,99,x,95*,98,10,99,29,102,98,11,101
Cc1ccc(C2N(c3ccccc3)C(=O)N3CCCN23)cc1 (centres undefined),93,17,-5,94,10,94,-17,99,98,8,92
CCCOc1ccc2c3c(c(=O)oc2c1)CCCC3,101,6,3,98,20,100,-5,100,98,33,99
Cc1ccc(-c2c(C#N)c(N)nc3c2CCCC3)s1,100,x,5,95,59,99,-6,98,97,3,98
CC(N=C1NS(=O)(=O)c2ccccc21)C(=O)NCc1ccc2c(c1)OCO2 (centres undefined),99,-65,-29,98,37,97,13,96,97,8,93
CC1=C(C(=O)Nc2ccccc2F)C(c2ccsc2)C2=C(CC(C)(C)CC2=O)N1 (centres undefined),102,14,-53,101,9,98,9,100,99,3,96
C=CCOc1c(Cl)cc(/C=N/O)cc1OC,101,8,-14,100,20,102,6,103,103,8,104
O=C(NCc1ccc(Cl)cc1)c1cc(-c2cccs2)on1,103,-19,13,98,21,97,1,97,99,28,99

# The listing continues.
SMILES,Rac1 wt GTP bind,Pf gamet viab,Mcl1-Bid inh,Rac1 act GTP bind,GSH fluor,HRas wt GTP bind,Mcl1 Noxa PPI,Rab7 wt modul,Rab2 wt GTP,Avidin bead fluor,Cdc42 wt GTP
Cc1cc(C)nc(N2CCCC(C(=O)Nc3cc(F)ccc3C)C2)n1 (centres undefined),104,12,-15,99,27,103,1,106,102,7,101
COC(=O)c1sccc1NC(=O)Nc1cccc(Cl)c1Cl,92,x,-3,91,23,94,x,94,93,11,93
Cc1nc2ccccc2cc1OCc1ccccc1,99,10,6,96,14,100,-8,101,98,12,101
CCC(Cc1ccccc1)NC(=O)C1CCC(CNc2c(N3CCCC3)c(=O)c2=O)CC1 (centres undefined),105,x,-40,100,21,100,-5,101,99,8,102
Cc1c(S(=O)(=O)N2CCN(c3cccc(C(F)(F)F)c3)CC2)c(=O)n(C)c(=O)n1C,105,x,-6,98,17,101,12,103,100,7,102
CC(C)N(Cc1nc(-c2ccccc2)no1)C(=O)C(C)(C)C,105,2,-16,98,24,99,9,99,102,1,103
CCCNC(=O)COC(=O)CCC(=O)c1cccs1,103,0,-2,99,9,99,8,98,97,7,99
C/C(=C1/SC(N2CCOCC2)=NC1=O)c1ccc(Br)cc1,91,-2,-22,88,29,93,4,89,90,7,90
O=C(NN1C(=O)CSC1=S)C(=O)NN1C(=O)CSC1=S,97,-19,-131,96,11,95,-71,99,95,12,90
Cc1ccc2nc(SCC(=O)N3c4ccccc4CC3C)c(C)cc2c1 (centres undefined),104,-7,-34,99,64,100,-28,99,99,10,100
Cc1cc(NC(=O)CSc2nc3cc(Cl)ccc3c(=O)n2Cc2ccco2)no1,98,20,-42,98,14,101,4,105,98,11,101
COc1ccc(C(=O)COC(=O)C2CCC(=O)N2)cc1 (centres undefined),100,3,-34,97,19,96,6,96,97,11,98

# Compound activity deposited in PubChem BioAssay by several laboratories.
